Compound activity from PubChem.
TNFa cytotox: cytotoxicity in TNFa-stimulated HUVEC, primary screen, cytotoxicity control for VCAM1 expression modulator project, imaging, Hoechst nuclei count; HUVEC TNFalpha-stimulated, Hoechst cell count; 93,000 tested, 0.17% active; cell count reduction, % at 2 µM; AID 848, 2007;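 active means cell count reduction exceeding the screen mean by over 5 SD, scaled to untreated wells per plate, cut at about 78% in these data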;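 further: cells counted after 24 h of TNF alpha exposure following the 1 h pretreatment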
VCAM1 TNFa inh: inhibitors of TNFa-induced VCAM1 expression, primary screen, imaging, HUVEC, TNFa stimulus, immunofluorescence | 95,000 tested, 0.48% active | HUVEC TNFa-induced VCAM-1 immunofluorescence, high-content imaging | AID 802, 2007 | inhibition, % at 2 µM;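 active means inhibition above the batch mean plus 3 SD, with images confirmed as a hit by eye, cut at about 37% in these data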;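 further: 0% = TNF-stimulated DMSO wells and 100% = unstimulated control wells; not every result past the cut was called active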
Plk1 PBD FP: Plk1 polo box domain binding inhibitors, primary screen, biochemical, fluorescence polarization. Serine/threonine-protein kinase PLK1 (Homo sapiens), P53350. Plk1 PBD phosphopeptide binding. inhibition, %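 (tested at about 20 µM)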. 97,000 tested, 0.13% active. AID 693, 2007; in the data active means inhibition above about 34%, passing the limit was not always enough
Ecoli WT expand: growth inhibitors of wild-type E. coli, primary screen, strain BW25113, expanded library, OD600; OD600 absorbance; growth inhibition, % at 100 µM; 98,000 tested, 0.15% active;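 active means growth inhibition above about 50% at one test dose, limit read from the data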;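 further: growth measured after 20 h incubation at 37 °C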
cytoskel mod: modifiers of F-actin cytoskeleton organization, primary screen, imaging, HUVEC, phalloidin staining, high-content imaging. HUVEC TNFa F-actin phalloidin imaging. inhibition, % at 2 µM. 91,000 tested, 0.18% active. AID 836, 2007;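 active means inhibition above the batch mean plus 3 SD and confirmed as a hit by visual image inspection, cut at about 30% in these data, passing the limit was not always enough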; further: strong numbers were not always called active
IL1B cytotox: cytotoxicity in IL-1B stimulated HUVEC, primary screen, cytotoxicity control for IL-1B NFkB translocation project, imaging, Hoechst nuclear count, IL-1B stimulus. HUVEC cell count loss. cell count reduction, % at 2 µM. AID 845, 2007. 94,000 tested, 0.41% active;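 active means cell count reduction more than 3 SD above the screen-wide mean, cut at about 70% in these data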;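 further: normalized per plate to untreated control cells as the no-loss baseline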
sEH inhibitor: soluble epoxide hydrolase inhibitors, primary screen, biochemical, human sEH | recombinant human sEH enzymatic activity assay | inhibition, % at 2 µM | 91,000 tested, 0.34% active | AID 707, 2007; in the data active means inhibition above about 80%; further: values of inactives mirror those of a sister screen read the other way; many of its hits are not listed in these tables
Target sequence (P34913 whole entry, looked up): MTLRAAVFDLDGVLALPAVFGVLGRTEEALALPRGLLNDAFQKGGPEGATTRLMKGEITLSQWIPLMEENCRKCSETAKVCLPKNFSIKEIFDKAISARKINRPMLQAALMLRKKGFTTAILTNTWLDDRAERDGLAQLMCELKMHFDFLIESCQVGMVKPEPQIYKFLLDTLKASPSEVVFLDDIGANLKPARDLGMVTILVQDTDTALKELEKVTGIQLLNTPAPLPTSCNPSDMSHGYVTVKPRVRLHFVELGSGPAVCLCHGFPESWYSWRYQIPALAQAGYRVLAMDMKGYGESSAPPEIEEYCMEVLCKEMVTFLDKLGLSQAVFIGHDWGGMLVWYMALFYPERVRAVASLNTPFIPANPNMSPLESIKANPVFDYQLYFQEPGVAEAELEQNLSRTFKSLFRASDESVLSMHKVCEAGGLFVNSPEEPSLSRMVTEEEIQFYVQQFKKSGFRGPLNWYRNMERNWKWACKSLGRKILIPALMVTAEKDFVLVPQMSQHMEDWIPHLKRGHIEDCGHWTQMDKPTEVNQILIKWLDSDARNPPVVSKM
DAT uptake mod: changed hDAT dopamine uptake under cocaine IC80, either direction, primary screen, cocaine antagonist project, cell-based, LLC-PK1 hDAT, [14C]-dopamine uptake, MLSMR; B-score at 10 µM; LLC-PK1 hDAT cells, [14C]-dopamine uptake with cocaine IC80; actives deviate in either direction; Sodium-dependent dopamine transporter (Homo sapiens), Q01959; 110,000 tested, 1.3% active;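 active means Z score or B-score, a plate-position-corrected score, falls beyond the plate's 99.7% confidence bounds, in either direction; inactive means both scores lie inside the 99.7% bounds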;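 further: scored against the spread of the other compound wells on the same plate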
PLK1 kinase inh: human PLK1 kinase inhibitors, primary screen, biochemical, TR-FRET | 97,000 tested, 0.53% active | AID 619, 2007 | inhibition, % at 10 µM | recombinant PLK1 kinase, TR-FRET peptide phosphorylation | Serine/threonine-protein kinase PLK1 (Homo sapiens), P53350;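 active means inhibition of 50% or more in the single-concentration screen; inactive means inhibition below 50%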;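 further: 0% = DMSO max control and 100% = H-89 dihydrochloride min control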
* marks the source's active call; other numbers are inactive results; / = no result given.

SMILES	TNFa cytotox	VCAM1 TNFa inh	Plk1 PBD FP	Ecoli WT expand	cytoskel mod	IL1B cytotox	sEH inhibitor	DAT uptake mod	PLK1 kinase inh
CCCOP(=O)(OCCC)c1c([N+](=O)[O-])cc(C(F)(F)F)cc1[N+](=O)[O-]	-1	-11	-18	6	16	1	-8	0.16	-3
O=C(NCC(=O)N(Cc1ccco1)C(C(=O)NC1CCCCC1)c1cccnc1)c1cccs1 (stereo unspecified)	7	10	-28	-7	-6	-15	0	-0.26	-4
Cc1cc(NC(=O)CCCS(=O)(=O)c2nc(-c3cccs3)cc(C(F)(F)F)n2)no1	-2	54	-16	-1	7	16	-9	-0.39	-6
O=[N+]([O-])c1ccc(N2CCN(C(=S)NC3CCCCC3)CC2)cc1	-18	21	-18	-14	5	22	-6	0.8	-11
Cc1c(-n2c(SCC(=O)O)nnc2-c2ccccc2Cl)c(=O)n(-c2ccccc2)n1C	/	/	13	-1	/	11	4	/	-6
Cc1ccc(S(=O)(=O)N2CCC(C(=O)Nc3ccc4c(c3)OCO4)CC2)cc1	-1	5	-8	-7	-17	-17	5	-0.61	-10
COc1cccc(C(=O)NC(=S)Nc2ccc(Cl)c(C(=O)O)c2)c1	-6	14	5	0	-3	9	8	0.048	-7
O=S(=O)(N/N=C\c1ccc2c(c1)OCO2)c1ccc(Cl)cc1	1	9	24	7	28	-44	2	-0.47	-1
Cc1nc2c(c(=O)n1CCC1=CCCCC1)c1nc3ccccc3nc1n2/N=C/c1ccccc1	-30	-2	-1	-2	1	2	7	-0.016	-3
O=C(O)CCC(=O)N1CCOc2ccc(Cl)cc21	-17	-5	-14	4	5	-4	-3	-0.26	-12
COc1cc(OC)cc(C(=O)n2nc(C)cc2C)c1	-6	7	-3	/	-7	-6	-1	-1.2	-8
COc1ccc(C)cc1NC(=O)COC(C)=O	-22	-18	-10	-2	-3	-2	-5	-0.12	-15
COc1ccc(OCC(O)Cn2c(=N)n(CCN3CCOCC3)c3ccccc32)cc1 (stereo unspecified)	-21	-14	39	8	6	-32	3	0.076	-14
CC(=O)N1CCN(S(=O)(=O)c2ccccc2)C1c1ccccc1 (stereo unspecified)	6	7	9	-3	0	-19	2	-0.22	-8
Nc1c(NC2CCCCC2)c2ccccc2oc1=O	/	/	-2	9	/	-13	-2	0.87	-11
CCc1ccc(S(=O)(=O)Nc2c(C)nn(C)c2C)cc1	-8	8	-10	-6	26	5	1	0.52	-28
O=C(Cc1ccccc1)NCCSCc1ccc(Cl)cc1	-34	-21	-8	8	2	-5	21	-0.06	-1
Cn1nnnc1SCSc1nnnn1C	-24	-4	-2	-5	8	-10	9	-0.11	2
O=C(Nc1ccon1)c1ccccc1F	14	-12	-2	2	-2	19	-5	-0.39	-10
CCCCNc1cc(=O)oc2ccccc12	-13	0	-9	9	27	-30	-3	-0.4	-7
O=C(O)C1CSC(c2ccncc2)N1 (stereo unspecified)	/	-15	-8	2	-13	-11	-7	0.048	-8
S=c1[nH]nc(Cc2cccc3ccccc23)n1-c1ccccc1	-6	7	2	16	0	-32	4	0.037	-31
CCN(CC)S(=O)(=O)c1cc(NC(=O)COC(=O)CCc2nc3ccccc3s2)ccc1C	-18	18	3	-6	-22	-5	5	-0.058	-10
N#Cc1c(NC(=O)CSc2nnc(-c3ccco3)n2-c2ccccc2)sc2c1CCC2	9	-5	-10	1	-3	-10	18	0.73	-18
O=C(OCc1cccc2ccccc12)c1ccc2c(=O)[nH]c(CN3CCOCC3)nc2c1	36	22	-1	-3	0	6	0	/	-12
The list goes on.
SMILES	TNFa cytotox	VCAM1 TNFa inh	Plk1 PBD FP	Ecoli WT expand	cytoskel mod	IL1B cytotox	sEH inhibitor	DAT uptake mod	PLK1 kinase inh
CCOc1ccc(NC(=O)Nc2cc(C)on2)cc1	-6	6	-13	5	-13	-16	3	-0.047	-10
O=C(Nc1nccs1)c1ccc(NC(=O)c2ccco2)cc1	-2	-22	-15	-11	-21	-52	-4	0.00086	7
S=c1[nH]nc(-c2cccc(Br)c2)o1	-22	8	-12	10	10	2	-8	-0.43	-1
COc1ccccc1Nc1nnc(SCC(=O)Nc2cc(C)on2)s1	-32	7	30	-6	-5	-27	2	-1.8	-15
COCCCNC(=O)CSc1nc2ccccc2c(=O)n1CCCC(=O)NCC1CCCO1 (stereo unspecified)	12	-9	-12	6	-30	-9	-5	-0.012	3
COc1ccc(C2CC(=O)C3=C(C2)NC(C)=C(C(=O)Nc2ccccc2C)C3c2coc3ccc(C)cc3c2=O)cc1OC (stereo unspecified)	/	-6	-3	-8	-6	-3	8	0.96	-9
Oc1ccc(CNc2ccc(F)cc2)c2cccnc12	-10	8	-8	6	-31	-45	4	0.01	15
CCOC(=O)c1sc(NC(=O)c2ccc(CC)s2)nc1C	-23	-8	-6	-6	3	-9	52	0.068	-38
CC(NC(=O)c1ccc(Cn2cc([N+](=O)[O-])cn2)o1)c1ccccc1 (stereo unspecified)	-1	1	12	3	-9	/	-14	-0.73	-4
CCCC(=O)OCC(=O)Nc1ccc(OC(F)F)cc1	-24	-12	5	14	8	17	-12	0.43	-5
COc1cc(=O)n(C)c2ccccc12	-4	8	4	-3	17	7	-10	-0.36	-16
CS(=O)(=O)N(CC(=O)Nc1ccccc1C(=O)N1CCOCC1)c1ccc2c(c1)OCO2	-24	15	19	8	-1	-7	0	0.078	1
Nc1ccc(CCS(N)(=O)=O)cc1	-23	3	28	-3	/	2	-10	0.29	0
N/C(=N\OC(=O)N1CCOCC1)c1ccccc1	-8	10	13	13	29	-9	-2	0.038	-12
CCCC1(C(=O)O)NC(c2ccc(OC)cc2O)C2C(=O)N(c3ccc(OC)cc3)C(=O)C21 (stereo unspecified)	-24	20	4	2	-3	-48	22	-0.29	-12
O=C(COC(=O)c1ccc(NS(=O)(=O)c2ccc3c(c2)OCCO3)cc1)NC1CC1	5	5	8	3	10	17	-5	0.3	1
O=Cc1c(Sc2ccccc2)nc2ccccn2c1=O	11	1	8	4	/	6	-19	0.0037	44
O=C1CCC(=O)N1c1cccc(-c2nc3ccccc3o2)c1	-17	16	-9	7	-6	-6	-5	-0.67	-9
c1ccc2c(N3CCCCCC3)nc(-c3ccncc3)nc2c1	-12	-3	3	4	/	-10	0	1.3	22
COc1ccc2ccccc2c1CN1CCN(Cc2ccccc2)CC1	-7	-2	2	10	26	-4	-4	0.77	-4
COCCn1nc2cc(C(=O)NCc3cc(C(F)(F)F)cc(C(F)(F)F)c3)ccc2c1OC	-2	5	8	-2	20	6	34	0.18	1
O=C(Nc1ccon1)c1cc2ccccc2oc1=O	-10	-6	27	1	14	-2	-14	-0.008	-12
Cc1ccc(C(=O)Nc2ccc(Oc3ccc(C(=O)O)c(C(=O)O)c3)cc2)cc1C	-22	10	-11	-1	-6	0	-1	-0.65	-6
COc1ccc(C)cc1N(C(=O)CNC(=O)c1ccco1)C(C(=O)NC1CCCC1)c1cccnc1 (stereo unspecified)	-21	17	0	5	6	3	-21	-2	-3
O=C(NC1CCCC1)C(c1cccs1)N(C(=O)c1ccco1)c1ccc2c(c1)OCO2 (stereo unspecified)	-26	15	-15	/	-7	9	-7	-0.098	-8
New compounds follow.
SMILES	TNFa cytotox	VCAM1 TNFa inh	Plk1 PBD FP	Ecoli WT expand	cytoskel mod	IL1B cytotox	sEH inhibitor	DAT uptake mod	PLK1 kinase inh
O=C(O)CCc1ccc(-c2ccc(Br)cc2)n1Cc1ccco1	-14	-10	-11	6	1	4	0	0.055	-5
Oc1ccccc1CNCCCNCc1ccccc1O	1	27	13	6	-26	-14	-14	-0.99	-9
CCNc1cc(=O)n(C)c(=O)n1C	0	-35	20	-1	-11	22	-15	-0.073	-14
CCCc1ccc(C2C3=C(CC(C)(C)CC3=O)NC3=C2C(=O)c2ccccc23)cc1 (stereo unspecified)	-1	-6	6	-3	-21	-33	6	0.091	-8
Cc1ccc(/C(O)=C/C(=O)C(=O)NNC(=O)C(O)(c2ccccc2)c2ccccc2)cc1	-18	2	-1	/	2	-30	4	1.4	-12
COc1ccccc1CC(=O)N1CCCc2ccccc21	-3	19	10	-6	-1	18	-12	0.84	-8
Brc1c(OCCOCCn2cncn2)ccc2ccccc12	-2	8	-1	6	0	-9	-3	0.61	-1
O=C(CSc1nc(Cc2ccccc2)nc2ccccc12)c1ccc2c(c1)OCCO2	/	/	-26	-4	/	/	/	-0.14	-11
O=C(c1ccccc1NS(=O)(=O)c1cccs1)N1CCCC1	-22	24	18	-2	21	-4	-19	-0.017	0
CS(=O)(=O)NC1c2cccc3cccc(c23)C1N1CCOCC1 (stereo unspecified)	12	38	17	-5	-15	9	-3	-1.5	-7
Cc1ccc(S(=O)(=O)NCc2n[nH]c(=S)n2C)cc1	-20	13	-24	6	8	-25	3	-0.34	-20
C=CCOc1ccc(Br)cc1/C=N/O	-28	8	22	20	3	1	3	0.38	-5
N#Cc1ccc(NC(=O)COC(=O)C2=COCCO2)cc1	-20	-16	3	1	4	1	8	1.4	-10
COc1ccccc1N1CCN(C(=O)c2ccc(NC(C)=O)cc2)CC1	-11	6	-18	2	12	0	7	-3.1*	-8
O=C(c1ccc(C#CC2(O)CCCCC2)cc1)N1CCN(C(c2ccccc2)c2ccccc2)CC1	-11	-20	17	-14	21	12	2	-0.038	-16
CS(=O)(=O)N(CC(N)=O)c1ccc(F)c(Cl)c1	-29	18	-17	5	3	-8	9	-0.99	-10
CCn1c(CNc2ccc(Cl)cc2)nnc1SCc1ccc(C)cc1	-8	0	-14	/	-8	-15	21	-0.5	-2
CCc1nnc(NC(=O)c2ccc(-c3cccc(C(F)(F)F)c3)o2)s1	0	0	8	-5	3	-105	-7	-7.6*	-14
O=C(NCc1cccnc1)NC1(C(F)(F)F)Oc2ccccc2O1	-27	30	18	-5	-14	-9	2	-5.8*	4
COc1cccc2[nH]c3c(N4CCC(C(N)=O)CC4)ncnc3c12	-18	7	24	-6	23	10	-7	0.031	-5
CCc1ccc(C2C3=C(CC(C)(C)CC3=O)Nc3c2c(=O)[nH]c2nc(C)nn32)cc1 (stereo unspecified)	7	4	-3	3	-31	4	-10	2.1	-12
O=C(CN1CCC(c2nc3ccccc3[nH]2)CC1)NCc1ccc2c(c1)OCO2	1	-1	18	9	5	34	-7	0.023	-8
CCN(CC)c1ccc(-c2nc3cnccn3c2NC2CCCC2)cc1	6	22	-2	-7	2	-18	2	1.9	-33
COc1ccc(C(=O)Nc2ccc(S(=O)(=O)Nc3nccnc3OC)cc2)cc1OC	-17	-2	-24	-5	23	-54	-2	-0.61	0

Four entries already listed, ordered by the value under cytoskel mod, falling.
structure | VCAM1 TNFa inh | Plk1 PBD FP | cytoskel mod | sEH inhibitor | DAT uptake mod | PLK1 kinase inh
CCc1nnc(NC(=O)c2ccc(-c3cccc(C(F)(F)F)c3)o2)s1 | 0 | 8 | 3 | -7 | -7.6* | -14
CCN(CC)c1ccc(-c2nc3cnccn3c2NC2CCCC2)cc1 | 22 | -2 | 2 | 2 | 1.9 | -33
Brc1c(OCCOCCn2cncn2)ccc2ccccc12 | 8 | -1 | 0 | -3 | 0.61 | -1
CCc1ccc(C2C3=C(CC(C)(C)CC3=O)Nc3c2c(=O)[nH]c2nc(C)nn32)cc1 (stereo unspecified) | 4 | -3 | -31 | -10 | 2.1 | -12
